FBW7 activator – activators of human E3 ligase FBW7 | Q969H0 | AlphaScreen FBW7–phospho-cyclin E peptide binding, activator screen | normalized activity (activation), % at 26.1 µM | hit rate 0.13% among 650,000 | AID 1259310; in the data active = normalized activity above about 1.9%;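 also: purified mutant Fbw7 with reduced substrate affinity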
Target sequence (Q969H0 whole entry, looked up): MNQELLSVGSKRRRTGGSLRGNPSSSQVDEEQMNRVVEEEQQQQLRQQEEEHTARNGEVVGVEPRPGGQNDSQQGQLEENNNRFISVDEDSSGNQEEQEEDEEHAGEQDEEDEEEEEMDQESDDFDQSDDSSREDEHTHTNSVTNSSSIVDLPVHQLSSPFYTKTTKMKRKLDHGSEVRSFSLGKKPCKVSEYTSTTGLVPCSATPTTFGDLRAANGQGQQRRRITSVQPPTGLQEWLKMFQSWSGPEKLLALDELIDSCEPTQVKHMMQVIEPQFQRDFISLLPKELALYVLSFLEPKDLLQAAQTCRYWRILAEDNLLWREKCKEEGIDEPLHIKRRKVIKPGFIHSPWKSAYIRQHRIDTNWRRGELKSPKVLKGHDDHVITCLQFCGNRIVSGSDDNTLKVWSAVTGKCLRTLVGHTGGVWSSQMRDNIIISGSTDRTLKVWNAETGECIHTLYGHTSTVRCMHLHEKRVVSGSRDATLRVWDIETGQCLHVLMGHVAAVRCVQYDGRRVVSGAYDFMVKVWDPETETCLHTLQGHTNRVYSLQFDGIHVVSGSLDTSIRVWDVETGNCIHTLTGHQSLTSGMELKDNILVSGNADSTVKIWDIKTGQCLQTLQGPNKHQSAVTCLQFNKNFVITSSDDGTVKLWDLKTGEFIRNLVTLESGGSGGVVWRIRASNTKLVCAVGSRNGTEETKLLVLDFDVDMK
TEAD-YAP inh – TEAD-YAP interaction inhibition | HEK-TIYL cells, TEAD-Gal4/YAP UAS-luciferase luminescence | inhibition, % at 9.12 µM | hit rate 1.4% among 640,000 | AID 1259422; in the data active = inhibition above about 32%;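 also: 0% = median of test compound wells and 100% = reference inhibitor wells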
MITF primary – blocks human microphthalmia-associated transcription factor; hit rate 0.91% among 650,000; AlphaScreen MITF homodimerization, bead proximity signal; inhibition, % at 2.6 µM; in the data active = inhibition above about 50%;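 also: 0% = vehicle wells with protein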
GPR151 ag – activates the human receptor GPR151. Q8TDV0. hit rate 1% among 650,000. PathHunter beta-arrestin GPR151 cells, luminescence. activation, % at 11.2 µM; in the data active = activation above about 4.9%;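 also: 0% = median of compound wells and 100% = cells with positive control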
Target sequence (Q8TDV0 whole entry, looked up): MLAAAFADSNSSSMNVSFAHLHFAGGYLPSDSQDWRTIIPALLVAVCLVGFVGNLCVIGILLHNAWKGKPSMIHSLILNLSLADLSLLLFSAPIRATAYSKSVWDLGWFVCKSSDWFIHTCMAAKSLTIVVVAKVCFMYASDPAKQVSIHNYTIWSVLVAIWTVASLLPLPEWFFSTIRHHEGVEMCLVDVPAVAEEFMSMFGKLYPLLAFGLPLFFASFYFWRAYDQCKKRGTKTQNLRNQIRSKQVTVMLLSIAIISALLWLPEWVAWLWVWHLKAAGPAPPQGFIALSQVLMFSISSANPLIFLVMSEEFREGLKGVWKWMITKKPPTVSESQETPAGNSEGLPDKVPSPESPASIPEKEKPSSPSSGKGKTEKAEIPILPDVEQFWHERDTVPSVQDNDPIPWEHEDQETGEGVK
* hit, by the source's call; & = joins results of further samples.

Start of the data: the first 3 records, ahead of the listing:
SMILES | FBW7 activator | TEAD-YAP inh | MITF primary | GPR151 ag
NS(=O)(=O)c1ccc(NC(=O)C2CC=CCC2C(=O)O)cc1 (centres undefined) | -0.1 | 0.2 | 26.0 | 1.8
O=C(NCc1csc(-c2cccs2)n1)C1CCCCC1 | 0.0 | -25.9 | 3.3 | -1.8
Cc1ccc(C)c(NC(=O)CSc2nnc(-c3ccccc3)n2N)c1 | 0.0 | 17.5 | 2.6 | -0.1

The list itself, repeating the preview:
SMILES | FBW7 activator | TEAD-YAP inh | MITF primary | GPR151 ag
NS(=O)(=O)c1ccc(NC(=O)C2CC=CCC2C(=O)O)cc1 (centres undefined) | -0.1 | 0.2 | 26.0 | 1.8
O=C(NCc1csc(-c2cccs2)n1)C1CCCCC1 | 0.0 | -25.9 | 3.3 | -1.8
Cc1ccc(C)c(NC(=O)CSc2nnc(-c3ccccc3)n2N)c1 | 0.0 | 17.5 | 2.6 | -0.1
CCOc1ccccc1C1C2=C(CCCC2=O)NC2=C1C(=O)CCC2 | 0.5 | -3.3 | 6.5 | 0.0
CC(C)=NNC(=O)C(=O)Nc1ccc(F)cc1 | -0.1 | -15.0 | 0.4 | 0.4
CCOc1ccc2c(=O)c(-c3ccccc3Cl)coc2c1 | 0.0 | -41.2 | 12.1 | -0.6
COc1ccc(N2CCN(c3ncccn3)CC2)cc1 | -0.1 | -34.3 | -4.8 | -0.3
Cc1ccc(NC(=O)CN2CCCC2c2cccn2C)cc1C (centres undefined) | 0.5 | -8.7 | 11.0 | -2.2
CC1Oc2ccccc2N(CC(=O)NCc2ccco2)C1=O (centres undefined) | -0.1 | -1.0 | -15.3 | -0.3
COc1cccc(Cn2c(-c3nonc3N)nc3ccccc32)c1 | 0.1 | 38.0* | 9.9 | 0.4
O=C(CN1CCN(c2ccc(Cl)cc2)CC1)Nc1ccc(F)cc1F | 0.1 | -12.1 | -10.1 | 0.6
CCN(CC)CCn1c2ccccc2c2nc3cc(C(=O)O)ccc3nc21 | 0.0 | -30.9 | 1.9 | -0.1
NC(=O)CSc1ccc(-c2ccc3c(c2)OCO3)nn1 | -0.2 | -32.7 | -0.7 | -4.2
COc1ccccc1NC(=O)NCCNc1nc2c(C)cc(C)cc2cc1C#N | -0.3 | -5.8 | 2.2 | 0.1
COC(=O)C(NC(=O)Nc1ccc(OC(F)(F)F)cc1)(Nc1ccc(F)cc1F)C(F)(F)F (centres undefined) | -0.1 | -5.7 | 4.0 | 0.0
N#CC1c2ccccc2C=CN1C(=O)c1ccc(F)cc1 (centres undefined) | -0.1 | 2.3 | -8.2 | -0.5
O=C(NC(=S)Nc1ccccc1[N+](=O)[O-])c1cccs1 | 0.0 | -19.1 | -3.4 | 1.0
CN(Cc1ccccc1)C(=O)C(Cc1ccccc1)NS(=O)(=O)c1cccs1 (centres undefined) | 0.0 | 36.2* | 4.0 | 0.6
CCOc1cccc2cc(-c3nnc(Nc4ccc(OC)cc4)s3)c(=O)oc12 | -0.3 | 2.2 | -1.4 | 0.6
CC(C)Nc1cc(N2CCN(S(C)(=O)=O)CC2)ccc1[N+](=O)[O-] | 0.1 | 7.1 | -17.6 | 0.3
Cn1nnnc1Sc1ccc(C(=O)NC(C)(C)C)cc1[N+](=O)[O-] | 0.2 | -0.8 | 6.2 | -0.3
Oc1c(Cl)cc(Br)cc1/C=N/Nc1ncc(F)c(N2CCOCC2)n1 | -0.1 | -2.7 | -5.7 | 0.5
COc1ccc(C2C3=C(COC3=O)Nc3c2c(=O)n(C)c(=O)n3C)c(OC)c1 (centres undefined) | 0.0 | 1.7 | -7.8 | -0.2
O=C(Nc1ccccc1[N+](=O)[O-])c1ccncc1 | 0.0 | -3.0 | -21.3 | -0.8
CC(C)CCNC(=O)C1CCN(c2nnnn2-c2ccccc2)CC1 | 0.6 | 7.3 | 21.4 | 0.0
COc1ccc(-c2cncc3ccc(C(=O)N[C@H](C)c4ccccc4)nc23)cc1 | 0.5 | 60.9* | 14.7 | 1.5
O=C(COC(=O)c1ccc([N+](=O)[O-])cc1)c1cccc([N+](=O)[O-])c1 | 0.0 | 8.3 | 3.0 | 0.8
COc1ccc2c(C)nc(N=C(N)N)nc2c1 | -0.1 | 10.7 | -3.5 | 1.0
O=C(COC(=O)c1cccc(F)c1)NCc1ccco1 | 0.4 | 6.8 | 12.9 | -1.5
O=C(Oc1ccc2ccc(=O)oc2c1)c1ccc(Cl)cc1 | 0.0 | 9.1 | 1.2 | 2.3
Cc1ccc2nsnc2c1NC(=O)c1cccc(OCc2ccccc2)c1 | 0.3 | 0.5 | 0.2 | 2.6
CCCn1cc(SCC(=O)Nc2ccc(OCC)cc2)c2ccccc21 | 0.0 | 20.5 | -10.7 | 0.1
Cc1noc(C)c1C(=O)Nc1c(F)cc(F)cc1Br | -0.1 | -10.5 | -1.2 | 1.7
CC(NC(=O)C1CC(Cc2ccccc2)=NO1)c1ccccc1Cl (centres undefined) | 0.1 | -60.4 | -23.6 | 0.7
CCC(=O)Oc1ccc2c(C)c(C)c(=O)oc2c1C | -0.1 | -6.0 | -0.8 | 1.8
CC1CN(C2CC(=O)N(c3ccc(Br)cc3Br)C2=O)CC(C)O1 (centres undefined) | 0.2 | -8.6 | -2.3 | 0.4
O=S(=O)(c1cccc2nsnc12)N1CCNCC1 | 0.2 | 3.8 | -1.2 | -0.3
COc1ccc(NC(=O)Cn2c(C)nc3ccccc3c2=O)cc1Cl | -0.2 | 9.5 | -5.5 | 1.6
CN(C(=S)NC(=O)c1ccccc1)c1c(N)n(Cc2ccccc2)c(=O)[nH]c1=O | -0.1 | -6.6 | -0.8 | 0.7
Cc1c(N2C(=O)CSC2=S)c(=O)n(-c2ccccc2)n1C | -0.2 | -8.9 | 1.0 | -0.3
CCOC(=O)CN(Cc1ccccc1F)S(=O)(=O)c1ccc(Br)cc1 | 0.0 | -9.7 | -15.0 | -1.4
CCN(CC)S(=O)(=O)c1ccc2[nH]cc(C(=O)N3CCC4(CC3)OCCO4)c(=O)c2c1 | 0.6 | 16.0 | 13.4 | 0.5
CC(C)(C)C(=O)Nc1cc(S(C)(=O)=O)ccc1N1CCN(C(=O)C(C)(C)C)CC1 | -0.1 | -4.1 | -0.5 | 0.8
CCN1C(=O)c2cccc3c(S(=O)(=O)NC4CC(C)(C)NC(C)(C)C4)ccc1c23 | 0.1 | 3.1 | 2.9 | -0.7
COCC(=O)Nc1cc(OC)c(OC)c(OC)c1 | -0.1 | -4.0 | -6.2 | -1.1
CC(C)C(=O)Nc1nnc(C2CCCCC2)s1 | 0.1 | -8.4 | 2.6 | 0.2
Nn1c(SCC(=O)Nc2ccc(OCc3ccccc3)cc2)nnc1-c1cccnc1 | -0.1 | -66.2 | 6.6 | 1.8
O=C(CCCn1c(=S)[nH]c2cc3c(cc2c1=O)OCO3)NCc1ccco1 | 1.0 | 4.5 | 3.9 | -0.6
Cc1cccc(-c2nsc(SCC(=O)N3CCCC3)n2)c1 | 0.0 | -9.0 | 6.7 | -4.4
N#Cc1nc2c(C#N)c(N)n(CC3CCCO3)c2nc1C#N (centres undefined) | 0.1 | 4.0 | -1.2 | 0.2
Cc1sc(NC(=O)CSc2nnc(C(C)C)n2C)c(C#N)c1C | 0.3 | -7.9 | 23.2 | -1.5
CC1COc2c(N3CCN(C)CC3)c(F)cc3c(=O)c(C(=O)Nc4ccc(F)c(F)c4)cn1c23 (centres undefined) | -0.2 | 6.3 | -15.6 | 0.1
Cc1ccc(C)c(Cn2c(=O)n(CCC(=O)NCc3ccco3)c(=O)c3sccc32)c1 | -0.1 | -14.2 | -10.2 | -0.7
O=C(NNC(=S)NCc1ccco1)c1cccs1 | 0.2 | -1.1 | 17.5 | -0.7
COC(=O)c1ccc(CN2CCC(N(CC3CC3)C(C)=O)CC2)cc1 | 0.0 | 8.9 | -2.2 | 0.8
CCOc1cccc(C2CC(c3cccc(OC)c3)=NC(c3ccc(OC)c(Br)c3)N2)c1O (centres undefined) | -0.3 | -13.7 | 4.9 | -0.5
COc1ccc(C=Nc2ccc(S(=O)(=O)Nc3cc(OC)ncn3)cc2)cc1 | 0.8 | -0.8 | -12.5 | 1.1
CC1(C)Cc2ccccc2-c2nnc(C(F)(F)F)n21 | 0.2 | 2.6 | 9.5 | 0.1
Nc1ncn([C@@H]2O[C@H](CO)[C@@H](O)[C@H]2O)c(=O)n1 | -0.2&0.1&0.5&0.1 | 83.3* | -9.8&12.5&7.3&15.5 | 1.6&0.8&1.3&-1.0
COCc1c(C(=O)N/N=C/c2ccncc2)nnn1-c1nonc1N | 0.1 | 8.3 | 0.8 | 2.4

Further results:
SMILES | FBW7 activator | TEAD-YAP inh | MITF primary | GPR151 ag
O=C1Nc2ccccc2/C1=C\c1c(Cl)cccc1Cl | -0.1 | 2.2 | -0.3 | 2.5
CCOc1ccc(NC(=O)N2CCC(c3nc4ccc(C)cc4[nH]3)CC2)cc1 | 0.0 | -3.2 | 4.1 | 0.3
Cc1sc2nc(C3CC3)n(C3CCN(C(=O)Cc4ccsc4)CC3)c(=O)c2c1C | 0.1 | 4.7 | -5.6 | 0.1
C=CCc1ccccc1OCC(O)CN1CCN(c2ccccc2OC)CC1 (centres undefined) | -0.2 | 11.2 | 0.6 | 0.8
COc1ccc(C2CC(c3ccc(Br)cc3)Nc3ncnn32)c(OC)c1OC (centres undefined) | 0.0 | -4.4 | 1.3 | 0.6
COc1ccc(C)cc1S(=O)(=O)N1CCN(c2cc(-n3ccnc3C)ncn2)CC1 | 0.0 | 41.4* | 7.2 | 2.4
CCCCC(CC)c1nnc(NC(=O)c2ccc(C)cc2)s1 (centres undefined) | 0.0 | 4.2 | 7.8 | -1.9
COc1ccc(-c2ocnc2C(=O)Nc2cccnc2)cc1 | 0.1 | -3.0 | 8.7 | -0.4
Cc1ccc2cc3c(nc2c1)OCC(=O)N(Cc1ccco1)C3 | -0.1 | -20.9 | 15.1 | -0.6
Cc1cc(OCC(=O)Nc2cccc(F)c2)ccc1Cl | -0.1 | -29.2 | 17.3 | 1.5
Cc1cccc(-n2c(Cc3cc(=O)[nH]c(=O)[nH]3)nnc2SCC(=O)N2CCOCC2)c1 | 0.1 | -1.5 | -17.5 | -0.2
COc1ccccc1Nc1nc(-c2ccc(S(=O)(=O)N3CCCC3)cc2)cs1 | 0.2 | 17.0 | 21.2 | -1.1
COc1ccccc1CNC(=O)Cc1c(C)nc(SCc2cccc(Cl)c2)[nH]c1=O | 0.2 | 0.5 | 4.8 | -1.2
O=C(c1cccc([N+](=O)[O-])c1)N1CCc2ccccc2C1 | 0.0 | -1.7 | -5.3 | -0.2
CCOc1ccc(NC(=O)Cn2cnc3c(cnn3C(C)(C)C)c2=O)cc1 | 0.0 | 11.6 | 0.6 | 0.2
CCC(=O)Nc1ccc2nc(SCC(=O)NCc3ccc(OC)cc3)sc2c1 | -0.1 | -12.7 | 3.1 | -0.7
O=C(CN1CCOCC1)Nc1cccc(Oc2cnccn2)c1 | 0.1 | -3.7 | 2.6 | -0.1
COc1cc2c(cc1OC)C(C(=O)NC(C)C)C(c1cccnc1)N(C)C2=O (centres undefined) | 0.2 | 0.0 | 10.5 | -0.2
Cc1ccc(N2CCN(C(=O)Nc3ccc4c(c3)OCO4)CC2)nn1 | -0.1 | -17.8 | -13.1 | 0.5
C[C@]12CCC(=O)C=C1CC[C@@H]1[C@@H]2C(=O)C[C@@]2(C)[C@H]1CCC2(O)C(=O)CO (some centres undefined) | -0.1 | -7.9 | -19.6 | -2.0

Brought forward from above: 5 entries, then new ones.
SMILES | FBW7 activator | TEAD-YAP inh | MITF primary | GPR151 ag
CCC(=O)Nc1ccc2nc(SCC(=O)NCc3ccc(OC)cc3)sc2c1 | -0.1 | -12.7 | 3.1 | -0.7
O=C(CN1CCOCC1)Nc1cccc(Oc2cnccn2)c1 | 0.1 | -3.7 | 2.6 | -0.1
COc1cc2c(cc1OC)C(C(=O)NC(C)C)C(c1cccnc1)N(C)C2=O (centres undefined) | 0.2 | 0.0 | 10.5 | -0.2
Cc1ccc(N2CCN(C(=O)Nc3ccc4c(c3)OCO4)CC2)nn1 | -0.1 | -17.8 | -13.1 | 0.5
C[C@]12CCC(=O)C=C1CC[C@@H]1[C@@H]2C(=O)C[C@@]2(C)[C@H]1CCC2(O)C(=O)CO (some centres undefined) | -0.1 | -7.9 | -19.6 | -2.0
CC1CCc2c(oc3ccc(NS(=O)(=O)c4ccccc4)cc23)C1 (centres undefined) | -0.1 | -29.7 | 1.9 | -0.4
O=C(Nc1ccccn1)C1CCCN(S(=O)(=O)c2cnc[nH]2)C1 (centres undefined) | 0.1 | -2.7 | -20.3 | -0.6
CCCc1cnc2c(c1SCC(=O)Nc1ccc(C)c(Cl)c1)c(=O)n(C)c(=O)n2C | 0.1 | 8.5 | 0.5 | 1.6
NC(=O)C1CCN(c2ccc(N3C(=O)C4CCCCC4C3=O)cc2[N+](=O)[O-])CC1 (centres undefined) | 0.1 | -4.5 | -3.7 | 0.6
CCOCCCn1c(SCC(=O)Nc2ccccc2Cl)nc2ccccc2c1=O | -0.1 | -13.2 | -6.4 | -0.8
CC(C)(C)c1ccc(C(=O)NNC(=O)c2cccs2)cc1 | 0.2 | -53.0 | 12.4 | -0.4
COC(=O)COc1ccc(S(=O)(=O)Nc2ccc(C(F)(F)F)cc2)cc1 | 0.1 | 0.3 | -9.2 | 0.4

In a second layout: results already given.
structure: O=C(Nc1ccccn1)C1CCCN(S(=O)(=O)c2cnc[nH]2)C1 (centres undefined)
- FBW7 activator = 0.1
- TEAD-YAP inh = -2.7
- MITF primary = -20.3
- GPR151 ag = -0.6
structure: CC(C)(C)c1ccc(C(=O)NNC(=O)c2cccs2)cc1
- FBW7 activator = 0.2
- TEAD-YAP inh = -53.0
- MITF primary = 12.4
- GPR151 ag = -0.4
structure: CCOCCCn1c(SCC(=O)Nc2ccccc2Cl)nc2ccccc2c1=O
- FBW7 activator = -0.1
- TEAD-YAP inh = -13.2
- MITF primary = -6.4
- GPR151 ag = -0.8

Assay outcomes from PubChem.
